Screening results as filed in PubChem.
esBAF inh: Bmi1 luciferase reporter increase in mESCs, primary screen, esBAF inhibitor project, mouse ES cells, Bmi1 luciferase knock-in, single point; 24 h; 100% = twice the neutral-well signal; reporter increase, % at 12.5 µM; 350,000 compounds, 2% hits; in the data active = activation above about 40%;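 note: 0% = median of the plate's neutral control wells and 100% = double that signal; a rise in the Bmi1 reporter signal indicates esBAF inhibition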
ERAP1 inh: human ERAP1 aminopeptidase inhibitors, primary screen, biochemical, single point, plate reader | Endoplasmic reticulum aminopeptidase 1 (Homo sapiens), Q9NZ08 | recombinant ERAP1, Leu-AMC fluorescence, 60 min | inhibition, % at 10.7 µM | 340,000 compounds, 0.15% hits;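 active = mean replicate inhibition of at least 30%, or all replicates individually reaching that 30% level; inactive = mean below 30% and not every replicate reaching it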;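 note: 0% = neutral control wells and 100% = L-leucinethiol positive control wells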
ARNT TACC3 PPI: disruptors of ARNT/TACC3 protein interaction, primary screen, biochemical, AlphaScreen, single concentration. Transforming acidic coiled-coil-containing protein 3 (Homo sapiens), Q9Y6A5. 390,000 compounds, 0.66% hits. AlphaScreen His-ARNT PAS-B/GST-TACC3 binding, luminescence; TACC3 fragment carries E629A point mutation. inhibition, % at 9.99 µM;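 active = mean inhibition of replicates at least 50% and at least half of replicates each reaching 50%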;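 note: 0% = complete ARNT plus TACC3 wells and 100% = ARNT alone without TACC3; many hits fall short of the cut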
XiGFP reactiv: activators of inactive X chromosome reactivation, primary screen, imaging, XiGFP fibroblasts, GFP high-content imaging, set 2. AID 743238, 2013. XiGFP mouse fibroblasts, % GFP-positive cells imaging, 3 d; cells co-treated with 5-aza-dC sensitizer; scaled so ellipticine positive control = 100%. activation, % at 7.58 µM. 360,000 compounds, 0.055% hits;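 active = mean normalized replicate activation at least 10% and every replicate at or above 10%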;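 note: 0% = median of on-plate neutral control wells and 100% = ellipticine 6 µM median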
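Assay system: SV40-immortalized XiGFP fibroblast cells, line 68-5-11; buffer or medium: DMEM plus 5-aza-dC sensitizer; compound: one concentration, pinned; timing: compounds 3 days, fix/stain 15 min at room temperature; benchmarks: positive control ellipticine, 6 µM final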
GSIS activator: GLuc luminescence reporter in INS-1E cells, primary screen for activators of glucose-dependent secretion of insulin; INS-1E GLuc reporter insulin secretion, 2-3 h; activation, % at 16.6 µM; 370,000 compounds, 0.61% hits; AID 743287, 2014;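 active = lowest replicate activation of at least 40%, so every replicate reaches that level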;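 note: 0% = median of neutral control wells and 100% = median of IBMX positive control wells; some compounds called inactive have numbers as strong as hits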
RAD52 anneal inh: RAD52 DNA annealing inhibitors, primary screen, biochemical, FRET, single point, set 2 | recombinant RAD52 DNA annealing, FRET fluorescence | inhibition, % at 18.7 µM | 360,000 compounds, 0.46% hits | AID 651710, 2012;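 active = every replicate showing at least 50% inhibition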
Target sequence (P43351 whole entry, looked up): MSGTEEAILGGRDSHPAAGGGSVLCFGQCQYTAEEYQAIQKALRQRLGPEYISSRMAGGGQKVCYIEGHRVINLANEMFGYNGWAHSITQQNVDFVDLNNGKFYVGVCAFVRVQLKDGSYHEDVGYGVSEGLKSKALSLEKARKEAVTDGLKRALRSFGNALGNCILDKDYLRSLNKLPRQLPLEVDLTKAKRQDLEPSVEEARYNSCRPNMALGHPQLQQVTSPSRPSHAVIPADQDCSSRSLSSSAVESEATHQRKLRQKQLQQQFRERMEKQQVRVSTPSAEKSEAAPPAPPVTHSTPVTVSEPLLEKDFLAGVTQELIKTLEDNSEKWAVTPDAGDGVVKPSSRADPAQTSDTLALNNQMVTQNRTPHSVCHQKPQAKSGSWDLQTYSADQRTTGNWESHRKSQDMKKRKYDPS
CFTR F508del cor: F508del CFTR correction, initial screen, CFBE line, single point; CFBE cells, YFP halide quenching; stimulated with forskolin plus potentiator P3; % fluorescence drop versus neutral controls; activity (quench increase), % at 7.58 µM; 350,000 compounds, 0.36% hits;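 active = mean added fluorescence quench of at least 8% versus neutral control, with both replicates also reaching 8%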;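 note: cells transiently co-express mutant CFTR-F508del with the halide-sensitive YFP; corrector assay measuring rescue of mutant channel to the surface after 24 h compound exposure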
RAD54 inh: inhibitors of human RAD54 branch migration, primary screen, biochemical, fluorescence, single point; DNA repair and recombination protein RAD54-like (Homo sapiens), Q92698; RAD54 Holliday junction branch migration, FAM/BHQ fluorescence; inhibition, % at 10.4 µM; 360,000 compounds, 0.14% hits; AID 602329, 2012;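 active = mean normalized replicate activity at least 40 and at least half of replicates scoring 40 or more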;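 note: 0% = median of neutral control wells and 100% = median of positive control wells; inhibitors cause a drop in the FAM fluorescence signal; in these data hits start at about 50%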
Active calls of the source: *; nt = no result given.

| no. | SMILES | esBAF inh | ERAP1 inh | ARNT TACC3 PPI | XiGFP reactiv | GSIS activator | RAD52 anneal inh | CFTR F508del cor | RAD54 inh |
| --- | --- | --- | --- | --- | --- | --- | --- | --- | --- |
| 1 | O=C(COC(=O)c1cccc(-n2cnnn2)c1)c1ccc(Br)cc1 | 49* | -5 | -2 | 0.3 | 15 | -17 | 3.1 | -4 |
| 2 | Fc1ccc(-n2c(CN3CCCCC3)n[nH]c2=S)cc1 | nt | 1 | 9 | 1.0 | -5 | -5 | 1.0 | nt |
| 3 | Cc1ccc(NCC(=O)Nc2cccc(F)c2)cc1S(=O)(=O)N1CCCCCC1 | -9 | -1 | -10 | 0.0 | -4 | -55 | -2.5 | -6 |
| 4 | C/C=C/c1ccc([C@H]2[C@@H](CO)N(C(=O)NC(C)C)[C@H]2CNC(C)=O)cc1 | nt | 1 | nt | -0.1 | 9 | -10 | 1.3 | nt |
| 5 | COc1ccc(C2C(C#N)=C(N)Oc3cc(C)[nH]c(=O)c32)c(OC)c1OC (stereo not given) | -1 | nt | -5 | nt | 10 | nt | nt | 5 |
| 6 | N#Cc1cc(C(=O)c2ccccc2OCC(=O)Nc2ccccc2Cl)cn(C2CCCCC2)c1=O | nt | -2 | 1 | -0.1 | -9 | 0 | nt | nt |
| 7 | CCC(=O)N1[C@@H](CO)[C@@H](c2ccc(-c3ccccc3)cc2)[C@@H]1CN(C)C(C)=O | 7 | nt | 4 | 0.1 | -6 | nt | 0.3 | 1 |
| 8 | CC(C)NC(=O)N1C[C@H]2[C@@H](c3ccccc31)[C@@H](CO)N2C(=O)c1cccnc1 | -2 | 2 | 7 | 0.0 | 4 | -1 | -3.7 | 1 |

Three of the entries above in order of their number in CFTR F508del cor, lowest first.
| entry | molecule | CFTR F508del cor |
| --- | --- | --- |
| 8 | CC(C)NC(=O)N1C[C@H]2[C@@H](c3ccccc31)[C@@H](CO)N2C(=O)c1cccnc1 | -3.7 |
| 3 | Cc1ccc(NCC(=O)Nc2cccc(F)c2)cc1S(=O)(=O)N1CCCCCC1 | -2.5 |
| 1 | O=C(COC(=O)c1cccc(-n2cnnn2)c1)c1ccc(Br)cc1 | 3.1 |

More records follow:
| no. | SMILES | esBAF inh | ERAP1 inh | ARNT TACC3 PPI | XiGFP reactiv | GSIS activator | RAD52 anneal inh | CFTR F508del cor | RAD54 inh |
| --- | --- | --- | --- | --- | --- | --- | --- | --- | --- |
| 9 | CCCC(=O)N1CC2(C1)CN(C(=O)CC)[C@@H](CO)c1c2c2ccc(OC)cc2n1C | nt | 4 | nt | 0.4 | 12 | 10 | -0.6 | nt |
| 10 | COc1ccc(Cl)cc1S(=O)(=O)N1CCCC1=O | -9 | 3 | -7 | 0.5 | 20 | -15 | 0.1 | nt |
| 11 | COc1ccc2c3c([nH]c2c1)[C@@H](CO)N(CC1CC1)CC31CN(C(=O)Nc2cccc(F)c2)C1 | nt | 1 | nt | 0.2 | 3 | 8 | 4.1 | nt |
| 12 | Cc1[nH]c2ccccc2c1C(=O)C(C)OC(=O)c1ccc([N+](=O)[O-])o1 (stereo not given) | -4 | -1 | 10 | 0.0 | -21 | -1 | -0.5 | 4 |
| 13 | C[C@H](CO)N1C[C@H](C)[C@H](CN(C)C(=O)C2CCC2)Oc2ncc(-c3cccc(F)c3)cc2C1=O | -10 | 1 | -3 | -0.3 | 10 | -6 | -1.3 | 2 |
| 14 | Cn1cc(C=O)c2ccccc21 | nt | 2 | -4 | 0.0 | -6 | -2 | -0.1 | nt |
| 15 | COc1ccc(CN2CSC(=S)N(Cc3ccccc3)C2)cc1 | 2 | -3 | 1 | 0.2 | -3 | -26 | -0.9 | -5 |
| 16 | COc1cccc(CNc2nc3ccc(C)cc3n3cnnc23)c1 | 1 | nt | -3 | -0.2 | 32 | -46 | -2.6 | -6 |

Reprinted from the part before: 3 compounds, followed by the next part.
| no. | SMILES | esBAF inh | ERAP1 inh | ARNT TACC3 PPI | XiGFP reactiv | GSIS activator | RAD52 anneal inh | CFTR F508del cor | RAD54 inh |
| --- | --- | --- | --- | --- | --- | --- | --- | --- | --- |
| 14 | Cn1cc(C=O)c2ccccc21 | nt | 2 | -4 | 0.0 | -6 | -2 | -0.1 | nt |
| 15 | COc1ccc(CN2CSC(=S)N(Cc3ccccc3)C2)cc1 | 2 | -3 | 1 | 0.2 | -3 | -26 | -0.9 | -5 |
| 16 | COc1cccc(CNc2nc3ccc(C)cc3n3cnnc23)c1 | 1 | nt | -3 | -0.2 | 32 | -46 | -2.6 | -6 |
| 17 | COc1cc(OC)c(OC)cc1CNC(=O)c1cc(S(=O)(=O)N2CCOCC2)ccc1F | -13 | -1 | 4 | 0.1 | -8 | -4 | -4.9 | -13 |
| 18 | C[C@@H](NC(=O)[C@H]1N[C@H]2c3ccc(C4=CCCC4)c(=O)n3C[C@H]2[C@@H]1CO)c1ccccc1 | 4 | 0 | 1 | 0.2 | -6 | -33 | nt | 0 |
| 19 | C[C@@H]1CN([C@@H](C)CO)C(=O)c2cc(C#CC3CC3)cnc2O[C@H]1CN(C)C(=O)Nc1ccc(F)cc1 | 4 | -1 | 3 | -0.8 | -11 | 21 | 3.0 | 0 |
| 20 | CCC(=O)N1C[C@H]2[C@@H](c3ccccc31)[C@H](CO)N2Cc1ccc(F)cc1 | 1 | -4 | -4 | -0.1 | 1 | -7 | 2.9 | -2 |
| 21 | C[C@@H]1CN([C@@H](C)CO)C(=O)c2ccccc2-c2ccccc2CO[C@H]1CN(C)C(=O)c1ccc(F)cc1 | -1 | 4 | -6 | -0.1 | -6 | 4 | -0.5 | 1 |
| 22 | NC(=S)NN=Cc1nccc2c(C(F)(F)C(F)(F)C(F)(F)F)cccc12 | -56 | -2 | nt | 0.4 | nt | -22 | 1.2 | -6 |
| 23 | Cc1cc(C(=O)N2CCCC(Nc3ccc(C)c(C)c3)C2)nc(C)n1 (stereo not given) | -9 | -4 | nt | 0.0 | 34 | -6 | 1.4 | -10 |
| 24 | Cn1cc(C2=C(c3ccc(Cl)cc3Cl)C(=O)NC2=O)c2ccccc21 | -14 | 0 | -5 | 59* | 6 | -229 | 0.3 | -9 |
| 25 | COc1ccc(NC(=O)Nc2ccc3c(c2)CC(=O)N([C@H](C)CO)C[C@H](C)[C@H](CN(C)S(=O)(=O)c2c(C)noc2C)O3)cc1 | -2 | -2 | 1 | -1.2 | -17 | 28 | 1.8 | 4 |
| 26 | Cc1cc(C)c(NC(=O)CCCn2c(=O)oc3ccccc32)c(C)c1 | 7 | -2 | 6 | -0.1 | nt | 6 | -1.8 | -5 |
| 27 | Cn1nc(C(=O)Nc2ccc(Cl)c(S(=O)(=O)N3CCOCC3)c2)c2ccccc2c1=O | 0 | 0 | 11 | -0.1 | -6 | -7 | 0.4 | -8 |
| 28 | CC1(C)CC2(CCCN(CC(O)(c3ccccc3)c3ccccc3)C2)CCO1 (stereo not given) | nt | 6 | -8 | 0.0 | -20 | -174 | 1.2 | -2 |
| 29 | O=C(CCNC(=O)c1ccccc1)OCN1C(=O)c2ccccc2C1=O | -2 | nt | -6 | nt | 7 | nt | nt | -3 |
| 30 | CC(C(=O)NCCc1ccccc1)N1c2cccc3cccc(c23)S1(=O)=O (stereo not given) | 2 | 1 | 3 | -0.1 | -32 | -3 | -0.8 | -7 |
| 31 | C[C@H](CO)N1C[C@H](C)[C@@H](CN(C)Cc2ccccc2)Oc2ccc(NC(=O)C3CC3)cc2CC1=O | 2 | 0 | -24 | -0.7 | 9 | 4 | 1.8 | -12 |
| 32 | COc1cc(-c2noc(C)c2C#Cc2ccc(N)cc2)cc(OC)c1OC | 1 | -1 | -8 | 0.2 | 18 | -56 | 1.7 | 0 |
| 33 | C[C@@H]1CN([C@@H](C)CO)S(=O)(=O)c2ccc(C#CC3CCCC3)cc2O[C@@H]1CN(C)C(=O)Cc1ccccc1 | 0 | 6 | 7 | -0.7 | -29 | 2 | 3.4 | -4 |
| 34 | CCCn1c(O)c(C=Nc2ccccc2)sc1=S | 81* | -1 | 3 | 0.1 | 12 | -12 | -2.9 | -7 |
| 35 | COc1ccc(C2CC(=O)Oc3cc(C)cc(C)c32)cc1 (stereo not given) | -5 | nt | -2 | 0.1 | -8 | -19 | 0.1 | -14 |
| 36 | C[C@@H]1CN([C@H](C)CO)S(=O)(=O)c2ccc(C#CC3(O)CCCC3)cc2O[C@@H]1CN(C)C(=O)c1ccccc1 | 8 | 1 | -3 | 0.4 | -1 | -2 | -2.0 | 0 |
| 37 | Brc1[nH]nc2ccccc12 | -7 | 0 | -2 | nt | 13 | -8 | nt | -7 |
| 38 | CO[C@H]1CN(C)C(=O)c2cc(NC(=O)Nc3c(C)noc3C)ccc2OC[C@H](C)N(CCC(F)(F)F)C[C@H]1C | -4 | nt | -4 | 0.6 | 2 | 15 | -1.8 | 9 |
| 39 | Fc1ccc(/C=N/Nc2cc(N3CCOCC3)ncn2)cc1 | 9 | -4 | -3 | 0.1 | 6 | -7 | 0.7 | -2 |
| 40 | CN(C)CC#Cc1ccc([C@H]2[C@@H](CO)N3CCCCN(C(=O)C4CCCC4)C[C@@H]23)cc1 | nt | 1 | 0 | nt | nt | 9 | 2.5 | 3 |
| 41 | NC(=O)c1cccnc1Oc1ccc(Cl)cc1 | 5 | -3 | 3 | 0.0 | nt | 4 | -1.6 | -6 |
| 42 | O=C(NC[C@@H]1[C@@H](c2ccccc2)[C@@H](CO)N1CC1CCCC1)C1CC1 | -8 | -2 | -4 | 0.1 | 5 | -24 | 6.3 | 0 |
| 43 | COc1ccc(S(=O)(=O)Nc2ccc3c(c2)CC(=O)N([C@H](C)CO)C[C@H](C)[C@H](CN(C)Cc2ccncc2)O3)cc1 | 4 | 1 | -20 | 0.2 | 2 | 14 | 0.0 | -10 |
| 44 | CCNC(=O)C[C@H]1CC[C@@H]2[C@@H](COc3ccc(NC(=O)C4CCOCC4)cc3C(=O)N2C)O1 | 2 | 1 | 0 | 0.2 | 13 | -1 | -1.8 | -5 |
| 45 | C[C@@H](O)C#Cc1ccc2c(c1)O[C@H](CN(C)Cc1cncnc1)[C@@H](C)CN([C@@H](C)CO)S2(=O)=O | 8 | 0 | -9 | 0.0 | 11 | 1 | -2.4 | -1 |
| 46 | O=C(CSc1nnc(Cc2ccccc2)c(=O)[nH]1)Nc1ccccc1 | 3 | 0 | -4 | 0.0 | 5 | -13 | 1.0 | nt |
| 47 | CCCNC(=O)N1CC2(CCN(S(=O)(=O)c3ccc(OC)cc3)CC2)c2c(n(C)c3cc(OC)ccc23)[C@H]1CO | nt | -1 | nt | 0.4 | 0 | 14 | 0.1 | nt |
| 48 | Cn1c(SCC(=O)NCc2ccco2)nnc1-c1ccc(S(=O)(=O)N2CCOCC2)cc1 | -8 | nt | -5 | nt | 2 | nt | nt | 2 |
| 49 | CCOC(=O)N1CCC(c2cc(=O)n3[nH]c(C)c(-c4ccc(F)cc4)c3n2)CC1 | 6 | -4 | 24 | 0.2 | 0 | -21 | 2.4 | -8 |
| 50 | CN(C(=O)CSc1nc2ccccc2o1)C1CCCCC1 | 23 | -3 | 2 | 0.0 | 18 | -7 | 0.0 | 1 |
| 51 | CCCCn1c(N)c(N(CCC(C)C)C(=O)c2ccccc2-n2cnnn2)c(=O)[nH]c1=O | -3 | -2 | 1 | -0.1 | 32 | -10 | -1.0 | 5 |
| 52 | Cc1ccc(C)c(C(=O)CN2Cc3ccccc3C2=O)c1 | nt | -1 | -1 | 0.2 | 4 | -17 | 1.9 | nt |
